CHT PAM = allosteric activators of human choline transporter CHT; Q9GZV3; B-score at 10 µM; CHT-expressing cells, membrane potential dye, choline EC20; hits give high values; LV-AA mutant CHT in HEK293 cells; actives 0.49% (n = 310,000);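 active means initial fluorescence not abnormally high and integrated response B-score, plate-corrected, over 3 SD above library mean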
Target sequence (Q9GZV3 whole entry, looked up): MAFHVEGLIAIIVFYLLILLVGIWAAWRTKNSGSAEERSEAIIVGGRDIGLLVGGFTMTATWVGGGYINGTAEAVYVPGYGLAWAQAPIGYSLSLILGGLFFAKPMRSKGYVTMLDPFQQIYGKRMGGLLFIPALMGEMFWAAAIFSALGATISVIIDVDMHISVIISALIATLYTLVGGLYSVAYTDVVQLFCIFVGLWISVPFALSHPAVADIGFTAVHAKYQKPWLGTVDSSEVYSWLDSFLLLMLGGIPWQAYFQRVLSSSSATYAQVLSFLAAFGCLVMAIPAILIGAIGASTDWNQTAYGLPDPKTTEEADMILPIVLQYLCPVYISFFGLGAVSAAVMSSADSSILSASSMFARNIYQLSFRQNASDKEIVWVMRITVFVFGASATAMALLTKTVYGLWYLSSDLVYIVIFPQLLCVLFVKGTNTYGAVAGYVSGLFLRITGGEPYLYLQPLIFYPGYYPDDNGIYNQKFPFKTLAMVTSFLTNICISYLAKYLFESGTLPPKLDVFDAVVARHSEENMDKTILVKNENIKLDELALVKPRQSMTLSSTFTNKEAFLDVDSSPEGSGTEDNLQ
CHT inh = human CHT choline transport inhibition; Q9GZV3; CHT-expressing cells, membrane potential dye, choline response; hits give low values; B-score at 10 µM; actives 0.86% (n = 310,000);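 active means B-score over 3 SD under the library average, and starting fluorescence ratio not unusually high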;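 further: choline stimulus applied at its EC90 after an EC20 pre-addition; B-score computed on integrated fluorescence ratio after choline addition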
* hit, by the source's call; i = inactive.

SMILES	CHT PAM	CHT inh
O=C(CSc1c[nH]c2ccccc12)NCC1CCCO1 (stereo not given)	i	i
Cc1cc(C)cc(OCC(=O)NC(C)c2ccccc2)c1 (stereo not given)	i	i
CC(C)CCN(CCC(C)C)C(CO)(CO)CO	i	i
O=C(Nc1ccccc1F)C1CCCN1S(=O)(=O)c1cccc2nsnc12 (stereo not given)	i	i
COC(=O)c1c(NC(=O)CCCC(=O)O)sc(C)c1C	i	i
CCC(=O)Nc1c2c(nn1-c1ccc(C)cc1)CS(=O)(=O)C2	i	i
CCOC(=O)c1cc2sccc2n1CC(=O)OC(C)C	i	i
CCOC(=O)C1=C(C)NC(=O)NC1c1ccc(N(CC)CC)cc1 (stereo not given)	i	i
Cc1ccccc1-n1c(SCC(=O)NCc2cccs2)nc2ccccc2c1=O	i	i
COc1ccc2c(c1)[nH]c1c(=O)n(/N=C/c3ccc(OC)c(CN4CCCC4)c3)cnc12	i	i
Cc1ccc(SC/C(O)=C(\C#N)c2nc3ccccc3s2)cc1	i	i
O=C(Nc1cccc(Cl)c1)C1C2CCC3C(CCC21)C3(Cl)Cl (stereo not given)	i	i
O=C(COC(=O)C1=COCCO1)Nc1ccc2c(c1)OCO2	i	i
O=C(O)/C(=C/c1ccco1)c1ccccc1	i	i
COc1ccc(N2CCN(C(=O)CCS(=O)(=O)c3ccc(OC)cc3)CC2)cc1	i	i
C[N+](C)(C)CCOC(=O)CCC(=O)OCC[N+](C)(C)C	i	i
COc1ccc(OC)c(Nc2nc(-c3cccc([N+](=O)[O-])c3)nc3ccccc23)c1	i	i
COc1ccc(CNC(=O)CN(Cc2ccc(F)cc2)C(=O)c2csnn2)cc1	i	i
Cc1cccc(-n2cc[nH]c2=S)c1C	i	i
CN1CCSc2ccc(C(=O)Nc3ccc(Cl)cc3)cc21	i	i
COc1cc(-c2noc(C3CCCN(S(=O)(=O)c4cccc(Cl)c4)C3)n2)cc(OC)c1OC (stereo not given)	i	i
COC(=O)c1sccc1NC(=O)Cc1ccc(OC)c(OC)c1	i	i
CC(C)(C)c1nnc(SCC(=O)c2ccccc2)n(N)c1=O	i	i
COC(=O)Cn1cnc2c(C#N)c3n(c2c1=O)CCCC3	i	i
COC(=O)CNC(=O)CSc1nc2sccc2c(=O)n1-c1ccccc1	i	i

19 structures from above, ordered by molar mass, largest number first.
SMILES	CHT PAM	CHT inh
COc1cc(-c2noc(C3CCCN(S(=O)(=O)c4cccc(Cl)c4)C3)n2)cc(OC)c1OC (stereo not given)	i	i
Cc1ccccc1-n1c(SCC(=O)NCc2cccs2)nc2ccccc2c1=O	i	i
COc1ccc(CNC(=O)CN(Cc2ccc(F)cc2)C(=O)c2csnn2)cc1	i	i
O=C(Nc1ccccc1F)C1CCCN1S(=O)(=O)c1cccc2nsnc12 (stereo not given)	i	i
COC(=O)CNC(=O)CSc1nc2sccc2c(=O)n1-c1ccccc1	i	i
O=C(Nc1cccc(Cl)c1)C1C2CCC3C(CCC21)C3(Cl)Cl (stereo not given)	i	i
Cc1ccc(SC/C(O)=C(\C#N)c2nc3ccccc3s2)cc1	i	i
COC(=O)c1sccc1NC(=O)Cc1ccc(OC)c(OC)c1	i	i
CCOC(=O)C1=C(C)NC(=O)NC1c1ccc(N(CC)CC)cc1 (stereo not given)	i	i
CCC(=O)Nc1c2c(nn1-c1ccc(C)cc1)CS(=O)(=O)C2	i	i
CC(C)(C)c1nnc(SCC(=O)c2ccccc2)n(N)c1=O	i	i
O=C(COC(=O)C1=COCCO1)Nc1ccc2c(c1)OCO2	i	i
COC(=O)c1c(NC(=O)CCCC(=O)O)sc(C)c1C	i	i
CCOC(=O)c1cc2sccc2n1CC(=O)OC(C)C	i	i
O=C(CSc1c[nH]c2ccccc12)NCC1CCCO1 (stereo not given)	i	i
COC(=O)Cn1cnc2c(C#N)c3n(c2c1=O)CCCC3	i	i
Cc1cc(C)cc(OCC(=O)NC(C)c2ccccc2)c1 (stereo not given)	i	i
O=C(O)/C(=C/c1ccco1)c1ccccc1	i	i
Cc1cccc(-n2cc[nH]c2=S)c1C	i	i

(next part)
SMILES	CHT PAM	CHT inh
O=C(CCc1nc2ccccc2s1)N1CCN(c2ccccc2)CC1	i	i
COc1cc(/C=N/n2cnn(Cc3ccccc3Cl)c2=S)cc(OC)c1OC	i	i
COC(=O)c1cc2sc(Cl)cc2n1CC(=O)Nc1ccc(OC)c(OC)c1OC	i	i
CCC(C)n1c(SCC(=O)Nc2cc(C(C)(C)C)nn2-c2ccccc2)nc2ccccc2c1=O (stereo not given)	i	i
C=CCOc1ccc(Br)cc1CNC(C)(C)CO	i	i
O=C1CCc2cc(S(=O)(=O)NCc3ccc(F)cc3)cc3c2N1CCC3	i	i
Cc1[nH]n(-c2ccccc2)c(=O)c1C(c1ccccc1C(=O)O)c1c(C)[nH]n(-c2ccccc2)c1=O	i	i
CCOc1ccc(-c2nc(CSc3nnc(N)s3)cs2)cc1	i	i
CC(NC(=O)C1CC1)C(c1cccs1)N1CCN(c2ccccc2)CC1 (stereo not given)	i	i
COc1cc([N+](=O)[O-])ccc1NC(=S)NCc1ccccn1	i	i
Cc1nc(C)c(-c2csc(Nc3ccccn3)n2)s1	i	i
O=C1CCN(C(=O)Nc2ccccc2)N1	i	i
Cc1cccc(C)c1OCc1cc(C(=O)N2CCN(C3CCCC3)CC2)no1	i	-6.3*
O=C(N/N=C/c1c[nH]c2ccccc12)c1ccn[nH]1	i	i
O=C(NCc1ccc(F)cc1)C1CCN(c2cnccn2)CC1	i	i
Nc1nc(N2CCCCC2)nc2ccccc12	i	i
CCc1cc(-c2n[nH]c(=S)n2-c2ccccc2C)cs1	i	i
OC(CON=C1c2ccccc2-c2ccccc21)CN1CCNCC1 (stereo not given)	i	i
CN(C(=O)CCOc1ccccc1)c1c(N)n(Cc2ccccc2)c(=O)[nH]c1=O	i	i
CCOc1ccc(NCC(=O)Nc2ccc(Cl)cc2C)cc1	i	i
CCN(C(=O)CSc1nncs1)c1c(N)n(Cc2ccccc2)c(=O)[nH]c1=O	i	i
N#Cc1ccc(-c2nc3ccccc3c(=O)n2O)cc1	i	i
COc1ccc(-c2nn(CCC(=O)O)cc2/C=C2\SC(N)=NC2=O)cc1	i	i
CN(C)Cc1c(C(=O)N/N=C/c2cccc(OCc3c(F)cccc3Cl)c2)nnn1-c1nonc1N	i	i
CS(=O)(=O)N1CCC(C(=O)Nc2ccc(Cl)c(C(F)(F)F)c2)CC1	i	i

Continuation.
SMILES	CHT PAM	CHT inh
CN(C)C(=O)c1nc2ccc(Cl)cn2c1CN1CCCC(OCc2ccccc2)C1 (stereo not given)	i	i
CCN(CC)C(=O)CSc1n[nH]c(=S)n1N	i	i
NC(=O)Nn1c(CCC(=O)O)ccc1-c1ccc(Cl)cc1	i	i
Cc1cnnn1-c1ccc(C(=O)CCl)cc1	i	i
Cc1cc(C(=O)Nc2ccc(S(=O)(=O)N3CCOCC3)cc2)c(C)o1	i	i
CN1CCN(C(=O)C2=C[C@@H](c3coc4ccccc4c3=O)C[C@@H](OCc3ccc(CO)cc3)O2)CC1	i	i
Cc1ccccc1NC(=O)C1CCCN(c2ncnc3onc(-c4ccc(F)cc4)c23)C1 (stereo not given)	i	i
O=C1NCCN/C1=C\C(=O)c1ccc(F)cc1	i	i
COC(=O)c1ccccc1NC(=O)N1CCN(C/C=C/c2ccccc2)CC1	i	i
COCCNC(=O)c1c[nH]c2ccc(S(=O)(=O)Nc3ccccc3F)cc2c1=O	i	i
O=C(COc1cccc2ccccc12)Nc1cc(S(=O)(=O)N2CCOCC2)ccc1N1CCOCC1	i	i
COC(=O)c1ccc(CSCC(=O)Nc2cc(OC)cc(OC)c2)o1	i	i
Cc1noc(C)c1S(=O)(=O)N(CC(=O)N1CCCC1)c1ccc(C(C)C)cc1	i	i
Cc1c(CCO)c(=O)[nH]n1S(=O)(=O)c1ccc(Cl)cc1Cl	i	i
COc1cccc(OC)c1C(=O)Nc1ccccc1C(=O)N1CCCC1	i	i
O=C(NCC1CCCO1)C1CCN(C2CCN(C(=O)Cc3ccsc3)CC2)CC1 (stereo not given)	i	i
CCN(CC)C1CCN(C(=O)CCn2nnnc2CN2CCOCC2)C1 (stereo not given)	i	i
Cc1cccc(OCC(=O)N2CCC(N3CCCCCC3)CC2)c1	i	i
Cc1cccc(/C=C/C(=O)c2ccc(NC3=NCCCS3)cc2)c1	i	i
Cc1c([C@H]2[C@@H](CC#N)C2(C)C)c2ccccc2n1C	i	i
CC1(C)Nc2ccccc2C(=O)N1c1ccccc1	i	i
Cn1nc(C(=O)NCCCN2CCCCC2)c2c1-c1ccccc1SC2	i	-5.5*
CCCC(=O)N1c2ccccc2[C@@H](N(C(C)=O)c2ccccc2)C[C@H]1C	i	i
O=C(CCNC(=O)c1ccc(Br)cc1)NC1CCCc2ccccc21 (stereo not given)	i	i
Cc1occc1C(=O)NN=C1C2CC3CC(C2)CC1C3	i	i

Later entries:
SMILES	CHT PAM	CHT inh
COc1ccccc1NC(=O)CCS(=O)(=O)c1cc2c(cc1Cl)NC(=O)CO2	i	i
O=C1c2ccncc2C(=O)N1c1cccc(Cl)c1	i	i
CCOC(=O)C1=C(COC(=O)c2ccc(C)s2)NC(=O)NC1C (stereo not given)	i	i
COC(=O)Cn1c(=NC(=O)C2COc3ccccc3O2)sc2cc(S(N)(=O)=O)ccc21 (stereo not given)	i	i
O=C(COc1cccc2ccccc12)N1CCN(c2ccccc2)CC1	i	i
O=C1COc2ccc(C(=O)COC(=O)CCSc3ccccc3)cc2N1	i	i
[O-][n+]1cccc(C(O)c2ccccc2)c1 (stereo not given)	i	i
CN(C)C(=O)c1noc2cc([N+](=O)[O-])ccc12	i	i
Cc1ccc(N(CC(=O)NC(C)c2ccccc2)S(=O)(=O)c2c(C)noc2C)cc1 (stereo not given)	i	i
CCOC(=O)C1(Cc2ccc(OC)cc2)CCN(S(C)(=O)=O)CC1	i	i
COC(=O)c1[nH]c2ccccc2c1NC(=O)c1c(F)cccc1F	i	i
CCOC(=O)c1c(C)n(C(=O)c2ccco2)c(=O)n1C(=O)c1ccco1	i	i
CC(=O)c1nnn(-c2ccc([N+](=O)[O-])cc2)c1C	i	i
COc1ccccc1N(Cc1ccccc1)S(=O)(=O)c1cccc(C(=O)NC2CC(C)(C)NC(C)(C)C2)c1	i	i
NC(=O)C1CCN(C(=O)c2ccc(OCC(=O)Nc3cccc(C(F)(F)F)c3)cc2)CC1	i	i
CN(CC(=O)Nc1cccc(F)c1)C(=O)CCNC(=O)c1ccc(Br)cc1	i	i
Cc1cccc2sc(N(CCCN(C)C)C(=O)c3sc4ccccc4c3Cl)nc12	i	i
CC1=Nc2ccccc2/C1=C\c1nc(-c2ccccc2)oc1O	i	i
Cc1ccc(S(=O)(=O)N(CC(=O)N2CCC(C)CC2)c2ccccc2)cc1	i	i
O=C(Cc1cccc2ccccc12)NCCOc1ccccc1F	i	i
COc1ccc(S(=O)(=O)N2CCN(c3ccc(F)cc3)CC2)cc1C(=O)N1CCOCC1	i	i
c1ccn2cc(-c3ccc4c(c3)OCCO4)nc2c1	i	i
O=S(=O)(c1cccc(Cl)c1)N1CCC(c2nc3ccccc3[nH]2)CC1	i	i
CC(C)Oc1ccc(C(CC(=O)NCCCN(C)C)c2ccc(F)cc2)cc1 (stereo not given)	i	i
CCOc1ccc(CN2CCNC(=O)C2CC(=O)NCC2CCOCC2)cc1 (stereo not given)	i	i

Retrieved by structure from the entries so far, two records:
SMILES	CHT PAM	CHT inh
COc1ccc(N2CCN(C(=O)CCS(=O)(=O)c3ccc(OC)cc3)CC2)cc1	i	i
Cc1c(CCO)c(=O)[nH]n1S(=O)(=O)c1ccc(Cl)cc1Cl	i	i

Additional records follow:
SMILES	CHT PAM	CHT inh
CC(C)(C)c1nnc(NC(=O)NS(=O)(=O)c2ccccc2)s1	i	i
CCCc1nc(N2CCN(C)CC2)c2sc(=S)n(-c3ccccc3)c2n1	i	i
COc1ccc(-c2cc(C(=O)N/N=C(\C)c3cccnc3)c3ccccc3n2)cc1	i	i
CCOC(=O)N1CCN(C(=O)CNC(=O)c2ccc(Br)o2)CC1	i	i
CCN(CC)S(=O)(=O)c1cccc(C(=O)NCc2ccccc2)c1	i	i
Cn1cc(Cl)c(-c2nc3ccccc3[nH]2)n1	i	i
Cc1c(-n2c(O)c(C3=c4ccccc4=NC3=O)sc2=O)c(=O)n(-c2ccccc2)n1C	i	i
C=CCn1c(N2CCOCC2)nc2c1c(=O)[nH]c(=O)n2C	i	i
CCC(=O)Nc1cccc(C(=O)/C=C/c2ccccc2)c1	i	i
CCOCCCNC(=O)C(NC(=O)c1ccc(=O)[nH]c1)c1ccccc1 (stereo not given)	i	i
O=C(NCCCN1CCN(c2ccccc2F)CC1)C1CCCN(S(=O)(=O)c2cnc[nH]2)C1 (stereo not given)	i	i
Cc1c(Br)cc(C(=O)NC2CCCCC2)c(C)c1C	i	i
CCCCSc1nc2c(cnn2-c2ccc(C)c(C)c2)c(=O)[nH]1	i	i
O=C(c1cc(N2C(=O)C3C4CCC(C4)C3C2=O)ccc1Cl)N1CCN(c2ccc(F)cc2)CC1 (stereo not given)	i	i
Cc1ccc(C)c(NCc2ccccc2CO)c1	i	i
N/C(=N\OC(=O)CCC1CCCC1)c1cccc([N+](=O)[O-])c1	i	i
Cc1cc(C)nc(Nc2ncc(O)n2-c2ccccc2)n1	i	i
OCC(O)CN1CCCC1 (stereo not given)	i	i
CC(=C/C(=O)O)/C=C/c1ccc([N+](=O)[O-])cc1	i	i
CC1CCC(=O)N(CCSc2ccccc2)CC1 (stereo not given)	i	i
Cc1ccc(-c2nnc3ccc(SCC(=O)N4CCc5ccccc54)nn23)cc1	i	i
COC(=O)N1CCN(CCc2ccccc2)CC1	i	i
O=C1[C@@H]2Cc3c([nH]c4ccccc34)C(c3cccc([N+](=O)[O-])c3)N2C(=O)CN1CCCO (stereo not given in full)	i	i
COc1cccc(C(=O)NNC2=CC(=O)CC(C)(C)C2)c1	i	i
NC(=S)N/N=C/c1ccccc1[N+](=O)[O-]	i	i
CC(=O)Nc1ccc(S(=O)(=O)NCCC(=O)Nc2ccc(C)c(F)c2)cc1	i	i
CCOc1ccc(CNc2ccc(S(N)(=O)=O)cc2)cc1	i	i
COc1ccccc1N1CCN(C(=O)C2CCCN(S(=O)(=O)c3ccc4c(c3)CCCN4C(C)=O)C2)CC1 (stereo not given)	i	i
COc1ccc(-c2nc3ccccc3c(=O)n2NC(=S)N(C)C)cc1	i	i
